Source: PubChem (several laboratories)
PPARg SRC-2 ag: agonists of PPARg-SRC-2 recruitment, primary screen, biochemical, HTS. activation, % at 8 µM. 200,000 compounds, 0.34% hits. Peroxisome proliferator-activated receptor gamma (Homo sapiens), P37231. PPARgamma LBD-SRC-2 recruitment; in the data active means activation above about 22%;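 further: 0% = vehicle and 100% = reference agonist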
Efa HMGR inh: inhibitors of E. faecalis class II HMGR, primary screen, biochemical, Enterococcus faecalis; HMG-CoA reductase (Enterococcus faecalis, mvaE); purified E. faecalis HMGR, NADPH absorbance 340 nm kinetic; inhibition, % at 10 µM; 190,000 compounds, 0.41% hits; AID 1066, 2008;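 active means inhibition above a set limit, the median over all tested compounds plus 3 SD, cut at about 9.5% in these data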;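 further: enzyme runs in reverse so mevalonate oxidation gives rising NADPH absorbance; 0% = complete reaction with DMSO and 100% = background rate lacking mevalonate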
PPARg SRC1 recr: PPARgamma agonists recruiting SRC-1 coactivator, primary screen, biochemical | Peroxisome proliferator-activated receptor gamma (Homo sapiens), P37231 | PPARgamma-SRC-1 coactivator recruitment biochemical assay | activation, % at 8 µM | 200,000 compounds, 0.41% hits | AID 631, 2007; in the data active means activation above about 19%;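 further: 0% = DMSO and 100% = reference agonist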
PPARg SRC-3 ag: PPARgamma agonists recruiting SRC-3 coactivator, primary screen, biochemical. Peroxisome proliferator-activated receptor gamma (Homo sapiens), P37231. biochemical PPARgamma/SRC-3 coactivator recruitment assay. activation, % at 8 µM. 200,000 compounds, 0.26% hits; in the data active means activation above about 23%;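 further: 0% = DMSO and 100% = reference agonist; some compounds past the cut are filed as inactive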
DTT redox prof: compounds producing H2O2 with reducing agent – biochemical, NIH compound library profiling, artefact control for MLSCN library redox annotation, primary screen. DTT-dependent redox cycling H2O2, phenol red/HRP absorbance; 100% = 100 µM peroxide control, 0% = buffer. activation, % at 10 µM. 200,000 compounds, 0.03% hits;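 active means activation of at least 50% relative to the plate's high and low controls in the primary single-dose screen; inactive means activation below 50%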;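 further: compound incubated with DTT at 0.8 mM final as the reducing agent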
bIAP inhibitor: bovine intestinal alkaline phosphatase inhibitors, primary screen, selectivity assay for TNAP inhibitor project, biochemical, bovine IAP, CDP-star luminescence; alkaline phosphatase, intestinal [Bos taurus]; purified bovine IAP, 30 min; inhibition, % at 20 µM; 190,000 tested, under 10 active; AID 1019, 2008;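 active means over 50% inhibition of intestinal alkaline phosphatase at 20 µM in the single-dose screen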
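test system = bovine IAP enzyme | medium = DEA buffer 100 mM, pH 9.8, with MgCl2 1.0 mM, ZnCl2 0.02 mM | detection = luminescence | dosing = single compound dose of 20 µM, 2% DMSO final | incubation = 30 min reaction at room temperature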
L major viab: Leishmania major promastigote growth inhibition, primary screen; 200,000 compounds, 9% hits; Leishmania major promastigotes, resazurin fluorescence viability; inhibition, % at 10 µM; in the data active means inhibition above about 50%;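 further: promastigotes grown with compound for 44 hours at 28 °C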
ROMK mod: ROMK potassium channel modulators, primary screen, cell-based, thallium flux, MLSMR library. ATP-sensitive inward rectifier potassium channel 1 (Homo sapiens), P48048. Tet-inducible ROMK, thallium flux fluorescence; actives lie on both sides. B-score at 10 µM. 130,000 compounds, 2% hits. AID 1918, 2009;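 active means signal ratio slope over the read window, or its plate-corrected B-score, at least 3 SD from the plate mean, either direction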;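 further: B-score of the F/F0 ratio slope over 7 to 12 s after thallium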
Target sequence (P48048 whole entry, looked up): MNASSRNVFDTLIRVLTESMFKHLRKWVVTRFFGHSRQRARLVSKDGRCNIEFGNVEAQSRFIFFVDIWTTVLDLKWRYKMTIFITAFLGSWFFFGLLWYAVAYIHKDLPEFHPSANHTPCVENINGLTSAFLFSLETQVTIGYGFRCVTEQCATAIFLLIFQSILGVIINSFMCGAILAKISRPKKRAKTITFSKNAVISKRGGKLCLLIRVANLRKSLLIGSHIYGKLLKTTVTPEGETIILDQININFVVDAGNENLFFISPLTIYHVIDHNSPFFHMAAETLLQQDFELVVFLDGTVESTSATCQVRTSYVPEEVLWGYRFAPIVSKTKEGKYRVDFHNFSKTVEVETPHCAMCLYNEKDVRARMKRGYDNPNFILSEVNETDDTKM
RAM network inh: inhibitors of the yeast RAM network, primary screen, dse1pr::URA3 reporter, 5-FOA selection; S. cerevisiae dse1pr::URA3 reporter, 5-FOA growth OD615, 2 d; analog-sensitive cbk1-as2 kinase mutant strain; inhibition, % at 50 µM; 190,000 compounds, 1.8% hits;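 active means inhibition above a set limit, 3 SD over mean compound inhibition, cut at about 8.4% in these data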;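 further: 0% = DMSO-only wells with no growth and 100% = 10 µM 1-NA-PP1 full growth; inhibition rescues growth on 5-FOA so higher OD means more RAM inhibition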
SRC2 TRFRET art: TR-FRET signal artefacts, primary screen, artefact control for PPARgamma SRC-2 agonist project, biochemical; TR-FRET artefact counter-screen; hits give high values; TR-FRET ratio at 8 µM; 200,000 compounds, 0.4% hits; AID 1049, 2008; in the data active means TR-FRET ratio above about 2000; further: inactives centre near 1500
S1P3 antag: S1P3 receptor antagonists, primary screen, cell-based; CHO S1P3 NFAT-BLA reporter, FRET fluorescence, antagonist mode; 170,000 compounds, 0.27% hits; Sphingosine 1-phosphate receptor 3 (Homo sapiens), Q99500; inhibition, % at 4.98 µM;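 active means inhibition above the plate cutoff, the mean inhibition of test wells on that plate plus 3 SD, cut at about 28% in these data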;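 further: cells challenged with S1P at its EC80 of 0.8 µM; blue over green emission ratio from cleaved BLA substrate after 4 h stimulation; 0% = S1P-stimulated wells and 100% = unstimulated DMSO-only wells; some compounds past the cut are filed as inactive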
Target sequence (Q99500 whole entry, looked up): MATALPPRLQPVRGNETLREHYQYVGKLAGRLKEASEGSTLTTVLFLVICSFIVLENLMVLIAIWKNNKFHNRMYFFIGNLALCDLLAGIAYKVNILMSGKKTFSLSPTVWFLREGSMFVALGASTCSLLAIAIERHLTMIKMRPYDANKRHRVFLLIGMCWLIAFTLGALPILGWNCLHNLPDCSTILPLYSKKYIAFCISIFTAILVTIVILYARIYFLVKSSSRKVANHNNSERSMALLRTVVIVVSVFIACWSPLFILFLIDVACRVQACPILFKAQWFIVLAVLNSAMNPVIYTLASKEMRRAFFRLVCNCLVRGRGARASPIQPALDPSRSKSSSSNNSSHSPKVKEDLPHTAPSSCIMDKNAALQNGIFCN
* marks the source's active call; other numbers are inactive results; · = not tested or not shown; & = joins results of further samples. This is a subset. The share of hits here may be higher or lower than overall.

SMILES	PPARg SRC-2 ag	Efa HMGR inh	PPARg SRC1 recr	PPARg SRC-3 ag	DTT redox prof	bIAP inhibitor	L major viab	ROMK mod	RAM network inh	SRC2 TRFRET art	S1P3 antag
CCC(=O)OC1(c2cccc(C)c2)CC(C)N(C)CC1C (stereo unspecified)	-9	3	2	-2	-0.6	1	28	·	0.2	1473	-20
Nc1cncc(C(=O)O)c1	2	-5	-10	1	0.3	-2	0	0.0068&0.053	1.1	1465	-12&-7
O=C(c1ccc(Cl)cc1)C1CCCN(Cc2cccc3cnccc23)C1 (stereo unspecified)	2	2	6	3	-1.6	14	99*	-0.33	2.3	1579	10
Cc1ccsc1C(=O)C1CCCN(Cc2cnc(N3CCOCC3)s2)C1 (stereo unspecified)	-6	-5	8	4	-0.5	-15	9	-0.8	2.7	1420	14
CCn1c(O)c(C=Nc2ccc(N3CCOCC3)cc2)c(=O)n(CC)c1=S	5	-4	3	11	-0.2	9	-1	-6.6*	0.9	1688	·
COc1ccc(C2NCc3ccccc3-n3cccc32)cc1 (stereo unspecified)	5	-9	14	1	-0.7	3	10	·	4.8	1605	·
Cc1ccc2c(c1)N(N=O)CCC2	3	-7	-8	2	0.2	-13	-9	-0.0029	1.6	1661	1
COc1cc(/C=C/C(=O)c2c(O)n(CCc3ccccc3)c(=O)[nH]c2=O)ccc1O	-2	-12	8	2	0.3	·	89*	·	6.8	1629	-8
O=C(C1CC(c2ccc(Cl)c(Cl)c2)=NO1)N1CCC2(CC1)OCCO2 (stereo unspecified)	7	-9	8	6	-0.6	8	-7	·	2.3	1743	-12
Nc1c(C(=O)OC2CCCCC2)c2nc3ccccc3nc2n1CC1CCCO1 (stereo unspecified)	1	-2	-9	-2	0.6	-4	81*	·	-0.8	1447	32
c1ccc(P(c2ccccn2)c2ccccn2)cc1	8	4	1	7	-1.1	-10	0	-0.044	1.1	1741	-24
O=C(c1cccn2c(=O)c3cc(Cl)ccc3nc12)N1CCC2(CC1)OCCO2	-2	-4	-1	-11	1.8	-6	-3	·	1.7	1606	·

Single entries from the list.
For DTT redox prof, `c1ccc(P(c2ccccn2)c2ccccn2)cc1` has -1.1
For RAM network inh, `O=C(c1cccn2c(=O)c3cc(Cl)ccc3nc12)N1CCC2(CC1)OCCO2` has 1.7
For bIAP inhibitor, `Nc1cncc(C(=O)O)c1` has -2

Other structures follow.
SMILES	PPARg SRC-2 ag	Efa HMGR inh	PPARg SRC1 recr	PPARg SRC-3 ag	DTT redox prof	bIAP inhibitor	L major viab	ROMK mod	RAM network inh	SRC2 TRFRET art	S1P3 antag
COc1ccc(NC(=O)c2c(C)nn(Cc3ccccc3Cl)c2Cl)cc1Cl	7	-15	6	1	0.6	3	-3	·	2.8	1488	10
CCCCCn1c(=O)c(C(=O)Nc2c(C)n(C)n(-c3ccccc3)c2=O)c(O)c2ccccc21	4	-2	-2	-7	1.9	1	-7	·	5.8	1448	·
CN1CCN(c2ncnc3ccc(Br)cc23)CC1	4	-6	9	10	0.1	-2	4	-0.17	0.6	1459	15
CCCSc1nc(O)c(CC)c(=O)n1C(C)CC (stereo unspecified)	-2	-1	4	3	-0.2	13	-4	0.0016	1.6	1544	0
CCOC(=O)c1nc2ccccc2c(=O)n1-c1ccc(C)cc1C	-6	0	-9	1	0.1	4	1	·	-0.5	1555	7
CC(C)=CCOc1c2occc2cc2ccc(=O)oc12	4	3	7	3	0.3	0	1	-1.1	-0.1	1484	-13
O=C(NCc1cccnc1)C(Cl)(Cl)Cl	-4	2	-1	1	-0.2	-7	-9	-0.021	0.7	1575	2
O=P1(Nc2cccnc2)COc2ccccc2OC1	-2	-6	4	7	-3.7	5	1	0.066	1.2	1640	-7
Cc1ccc(C(=O)Nc2ccc(Cl)cc2C(=O)c2ccccc2)cc1	6	·	14	25	0.6	·	99*	·	·	1646	·
COc1ccc(Cl)cc1NC1=NCC(C)S1 (stereo unspecified)	11	-3	-4	8	0.1	16	5	-0.094	1.9	1645	-23
CNP(=S)(NC)OCCOc1ccc(OC)cc1	8	1	-5	1	1.7	6	-5	·	0.3	1660	7
CC(=O)N1CN2CN(C(C)=O)CC(C(=O)c3ccc([N+](=O)[O-])cc3)(C2)C1	-3	0	4	3	-1.3	-6	-8	0.11	3.5	1474	-16

Full records, quoted from the list. Values in the order: PPARg SRC-2 ag	Efa HMGR inh	PPARg SRC1 recr	PPARg SRC-3 ag	DTT redox prof	bIAP inhibitor	L major viab	ROMK mod	RAM network inh	SRC2 TRFRET art	S1P3 antag
COc1ccc(Cl)cc1NC1=NCC(C)S1 (stereo unspecified) in the list: 11	-3	-4	8	0.1	16	5	-0.094	1.9	1645	-23
CCCSc1nc(O)c(CC)c(=O)n1C(C)CC (stereo unspecified) in the list: -2	-1	4	3	-0.2	13	-4	0.0016	1.6	1544	0
CNP(=S)(NC)OCCOc1ccc(OC)cc1 in the list: 8	1	-5	1	1.7	6	-5	·	0.3	1660	7
Cc1ccc(C(=O)Nc2ccc(Cl)cc2C(=O)c2ccccc2)cc1 in the list: 6	·	14	25	0.6	·	99*	·	·	1646	·

Next compounds.
SMILES	PPARg SRC-2 ag	Efa HMGR inh	PPARg SRC1 recr	PPARg SRC-3 ag	DTT redox prof	bIAP inhibitor	L major viab	ROMK mod	RAM network inh	SRC2 TRFRET art	S1P3 antag
CCOc1ccc2[nH]c(=O)c(CN(CCO)C3(c4nnnn4C4CCCCC4)CCCCC3)cc2c1	-5	2	1	-1	2.5	7	11	1.9	1.1	1654	1
N#CC1(c2ccccc2)CCN(C2CC(=O)N(c3ccc4c(c3)OCO4)C2=O)CC1 (stereo unspecified)	1	3	8	4	0.3	-3	-4	0.082	2.4	1467	-11
CN1C(=O)C(Cc2cccc3ccccc23)C(=O)N(C)C1=O	7	-7	1	-12	1.4	9	-5	·	1.6	1433	-11
COc1ccc(Cn2c(O)c(/C=N/NC(=O)c3ccccc3)c(=O)[nH]c2=O)cc1	2	4	-2	-6	0.2	1	-12	-0.0017	2.6	1426	4
CN1CCN(c2ccc(C=O)cc2)CC1	1	1	-6	-6	0.1	0	1	0.23	0.1	1399	·
Cc1c(N=Cc2c(O)n(CCc3ccc(F)cc3)c(=O)[nH]c2=O)c(=O)n(-c2ccccc2)n1C	5	-4	2	16	0.5	2	-1	2.3	2.0	1543	·
CCOP(=O)(OCC)C(C)(C)NC(=O)C(Cl)(Cl)Cl	0	-4	0	-5	-2.6	3	-4	·	1.5	1588	·
CCOC(=O)C1(CCOc2ccccc2)CCN(C2Cc3ccccc3C2)CC1	4	-9	-3	2	0.2	10	88*	·	0.5	1483	10
CN1C(=O)N(C)C(=O)C2(Cc3ccccc3N3CCOCC32)C1=O (stereo unspecified)	0	5	-1	5	3.0	8	1	·	-0.4	1470	-39
CCC12CN3CCN(CC(C3)/C1=N/NC(=O)c1ccncc1)C2	2	-2	2	4	0.0	2	-2	0.19	1.0	1587	-8
O=C1c2cccc3cccc(c23)C(=O)N1/N=C/c1c(O)n(-c2ccccc2)c(=O)[nH]c1=O	-4	2	9	0	0.0	6	2	0.74	2.0	1495	-2
CCc1nc2ccccc2c(=O)n1-c1ccccc1[N+](=O)[O-]	-4	-1	0	0	0.5	15	-8	·	0.2	1668	-13
Cc1c2cnn(CC(=O)N3CCC4(CC3)OCCO4)c(=O)c2c(C)n1Cc1ccccc1F	-5	12*	7	2	-2.2	-7	-7	1.1	0.0	1534	2
CCOP(=O)(OCC)C(NC(C)=O)C(Cl)(Cl)Cl (stereo unspecified)	-14	-1	5	6	2.5	-2	-7	·	0.5	1367	·
COc1cc(CN2CCCC(C(=O)c3sccc3C)C2)cc(OC)c1O (stereo unspecified)	11	-4	-2	3	-0.4	2	-3	0.71	-1.1	1759	2
CC1(C)CC(n2[nH]c(=O)c3c2NC(=O)CSC3c2ccc(F)cc2)CCO1 (stereo unspecified)	19	1	13	3	-3.0	8	-9	·	3.4	1618	·
C(#CCN1CCOCC1)COC/C=C/c1ccccc1	2	4	1	-4	6.8	2	1	-0.19	2.1	1618	7
Cn1c(=O)cc(OCC(=O)N2CCN(Cc3ccc4c(c3)OCO4)CC2)c2ccccc21	0	0	0	7	-0.6	8	-5	·	2.3	1581	-2
O=[N+]([O-])[N-][n+]1cnn(Cc2ccc(Cl)cc2)c1	0	-5	4	1	-2.3	-27	2	0.072	2.0	1628	-5
CCN(CC)S(=O)(=O)c1ccc(C)c(NCC(=O)Nc2ccc(C#N)c(Cl)c2)c1	12	-1	8	2	-0.1	-7	25	-0.05	5.1	1511	-11
Cc1cccc(CN2CCCC(C(=O)c3ccc4c(c3)OCO4)C2)n1 (stereo unspecified)	-10	-1	2	0	-0.7	-5	31	-0.14	0.9	1641	-5
COC(=O)C(O)(c1ccc(N(C)C(=O)COc2ccccc2)cc1)C(F)(F)F (stereo unspecified)	1	1	-7	-2	-0.2	13	-5	0.39	3.5	1460	-4
CNC(=O)c1cccn(Cc2ccc(C(F)(F)F)cc2)c1=O	7	-2	4	5	-2.3	9	-3	0.0096	2.5	1787	-23
C=CCn1c(O)c(C=NCCN2CCNCC2)c(=O)[nH]c1=O	-7	-5	-2	-3	-13	4	-2	·	0.7	1418	·
O=C(c1cc2ccccc2oc1=O)N1CCC2(CC1)OCCO2	1	-1	5	11	0.9	12	-2	·	-0.4	1373	-5
CCC(C#N)(CC)P(=S)(c1ccccc1)c1ccccc1	8	-4	-1	3	-1.1	-1	100*	1.8	3.5	1575	-11
CC(C)OCCCNC(=O)c1c(N)n(Cc2cccs2)c2nc3ccccc3nc12	11	-6	2	1	-2.1	-13	18	·	9.3*	1688	-10
O=c1c2ccccc2nc(-c2ccoc2)n1-c1ccccc1	8	-2	-2	7	-0.2	11	-3	-0.45	0.5	1475	·
CC(C)OC(=O)c1c(N)n(CC2CCCO2)c2nc3ccccc3nc12 (stereo unspecified)	2	-6	2	-7	-0.5	-8	52*	·	2.3	1640	3

As a working copy, some entries already given.
SMILES	PPARg SRC-2 ag	Efa HMGR inh	PPARg SRC1 recr	PPARg SRC-3 ag	DTT redox prof	bIAP inhibitor	L major viab	ROMK mod	RAM network inh	SRC2 TRFRET art	S1P3 antag
O=C(c1cc2ccccc2oc1=O)N1CCC2(CC1)OCCO2	1	-1	5	11	0.9	12	-2	·	-0.4	1373	-5
CCC(C#N)(CC)P(=S)(c1ccccc1)c1ccccc1	8	-4	-1	3	-1.1	-1	100*	1.8	3.5	1575	-11
